# p53 PUMA act: restores mutant p53 pathway signaling in SW480 cells; SW480 PUMA-promoter luciferase, p53 mutant reactivation; activation, % at 9.98 µM; actives 1.5% (n = 28,000); AID 624151; in the data active = activation above about 52%
# STK33 kin inh: human STK33 kinase inhibition | inhibition, % at 12.5 µM | ADP-Glo luminescence, MBP substrate | actives 0.44% (n = 27,000) | AID 2322 | Q9BYT3; in the data active = inhibition above about 20%
# Target sequence (Q9BYT3 whole entry, looked up): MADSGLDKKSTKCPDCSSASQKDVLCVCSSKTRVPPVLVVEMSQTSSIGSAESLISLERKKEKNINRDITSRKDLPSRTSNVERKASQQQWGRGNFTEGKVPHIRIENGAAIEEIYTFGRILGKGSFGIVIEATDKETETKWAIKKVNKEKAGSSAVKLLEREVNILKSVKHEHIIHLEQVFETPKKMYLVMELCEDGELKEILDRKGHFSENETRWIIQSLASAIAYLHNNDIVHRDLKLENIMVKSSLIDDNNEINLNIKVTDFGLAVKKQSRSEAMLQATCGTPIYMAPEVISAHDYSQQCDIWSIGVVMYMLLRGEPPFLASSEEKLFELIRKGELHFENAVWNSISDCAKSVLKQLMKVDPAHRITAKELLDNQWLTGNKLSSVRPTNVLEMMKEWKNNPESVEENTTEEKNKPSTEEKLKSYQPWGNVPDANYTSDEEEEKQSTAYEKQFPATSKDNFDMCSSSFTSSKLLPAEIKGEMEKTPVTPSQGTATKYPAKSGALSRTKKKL
# The depositor's hits bear a star; . = no result given. An excerpt; the hit share may differ from the screen's.
structure,p53 PUMA act,STK33 kin inh
COc1ccc(S(=O)(=O)Nc2ccc3c(c2)C(=O)N([C@H](C)CO)C[C@H](C)[C@@H](CN(C)S(=O)(=O)c2c(C)noc2C)OCCCC[C@@H](C)O3)cc1,.,-1
CC1(C)Cc2nc3nc(SCC(=O)Nc4ccccc4)n(-c4ccccc4)c(=O)c3cc2CO1,1,0
C[C@H]1CN([C@@H](C)CO)C(=O)Cc2cc(NC(=O)C3CCCCC3)ccc2O[C@@H]1CN(C)S(=O)(=O)c1cn(C)cn1,.,0
C[C@@H]1CN([C@H](C)CO)C(=O)c2cc(Br)cnc2O[C@H]1CN(C)C(=O)C1CCOCC1,14,.
COc1ccc(NC(=O)N(C)C[C@@H]2OCc3cn(nn3)CCCC(=O)N([C@@H](C)CO)C[C@@H]2C)cc1,.,3
COc1ccc(C)cc1S(=O)(=O)N(C)CC(=O)Nc1cccc(F)c1,3,0
C[C@@H]1CN([C@@H](C)CO)C(=O)CCCn2nncc2CO[C@@H]1CN(C)C(=O)Nc1ccccc1,.,-3
CNC[C@@H]1Oc2c(NS(=O)(=O)c3cn(C)cn3)cccc2C(=O)N([C@@H](C)CO)C[C@@H]1C,3,.
O=C(CSc1nnc(-c2ccncc2)o1)Nc1ccccc1,31,0
C[C@H]1CN([C@@H](C)CO)C(=O)Cc2cc(NC(=O)c3ccncc3)ccc2O[C@@H]1CN(C)C(=O)NC1CCCCC1,0,0
C[C@@H]1CN([C@@H](C)CO)C(=O)CCCn2cc(nn2)CO[C@@H]1CN(C)C(=O)Nc1ccccc1,.,-2
C=CCn1c2ccccc2n2nc(CCC(=O)O)c(=O)nc12,2,3
COc1ccccc1C#Cc1ccc2c(c1)O[C@@H](CN(C)C(C)=O)[C@@H](C)CN([C@@H](C)CO)S2(=O)=O,-2,.
CCOc1ccc(Cc2nccc3cc(OCC)c(OCC)cc23)cc1OCC,.,1
Cc1noc(C)c1S(=O)(=O)N(C)C[C@@H]1Oc2ccc(NC(=O)NC3CCCCC3)cc2CC(=O)N([C@@H](C)CO)C[C@@H]1C,.,4
C[C@@H]1CN([C@@H](C)CO)C(=O)c2cccc(N(C)C)c2O[C@@H]1CN(C)S(=O)(=O)c1ccc(Cl)cc1,-1,.
COc1cc(S(=O)(=O)n2cnc3ccccc32)c(OC)cc1Cl,-2,4
COc1ccc(S(=O)(=O)Nc2ccc3c(c2)C(=O)N([C@H](C)CO)C[C@@H](C)[C@@H](CN(C)CC2CCCCC2)O3)cc1,20,.
O=C(c1ccc([N+](=O)[O-])cc1)N(Cc1cc2ccccc2[nH]c1=O)c1ccccc1,-36,5
C[C@H]1CN([C@@H](C)CO)C(=O)CCCn2nncc2CO[C@@H]1CN(C)Cc1ccc(Oc2ccccc2)cc1,-2,2
COc1c(-c2ccccc2)oc2c(CC=C(C)C)c3c(c(OC)c2c1=O)C=CC(C)(C)O3,11,3
CC(C)NC(=O)N(C)C[C@H]1Oc2ccc(NC(=O)Cc3ccccc3)cc2C(=O)N([C@@H](C)CO)C[C@H]1C,.,-6
C[C@@H]1CN([C@H](C)CO)C(=O)Cc2cc(NC(=O)Cc3cn(C)c4ccccc34)ccc2O[C@H]1CN(C)S(=O)(=O)c1ccc(Cl)cc1,.,4
C[C@H]1CN([C@@H](C)CO)C(=O)Cc2cc(NC(=O)Nc3ccc4c(c3)OCO4)ccc2O[C@@H]1CN(C)C(=O)Nc1ccccc1,.,1
Cc1ccc(S(=O)(=O)Nc2ccc3c(c2)C(=O)N([C@H](C)CO)C[C@H](C)[C@H](CN(C)S(=O)(=O)c2ccc(C)cc2)OCCCC[C@@H](C)O3)cc1,.,4
Cn1c(=O)c2c(ncn2Cc2cc(-c3ccccc3)no2)n(C)c1=O,-15,-2
Cc1noc(C)c1S(=O)(=O)Nc1ccc2c(c1)C(=O)N([C@H](C)CO)C[C@H](C)[C@@H](CN(C)S(=O)(=O)c1ccc(F)cc1)OCCCC[C@@H](C)O2,.,0
Cc1ccc(S(=O)(=O)Nc2ccc3c(c2)C(=O)N([C@@H](C)CO)C[C@@H](C)[C@H](CN(C)S(C)(=O)=O)O3)cc1,.,0
CC(C)NC(=O)N(C)C[C@@H]1Oc2ccc(NC(=O)Cc3cn(C)c4ccccc34)cc2CC(=O)N([C@@H](C)CO)C[C@@H]1C,.,0
C[C@@H]1CN([C@H](C)CO)C(=O)CCCn2nncc2CO[C@@H]1CN(C)Cc1ccc(Cl)c(Cl)c1,.,3
CN(CC(O)Cn1c2ccccc2c2ccccc21)S(C)(=O)=O (stereo not drawn),-7,0
C[C@@H]1CCCCO[C@@H](CN(C)C(=O)Nc2ccc(C(F)(F)F)cc2)[C@@H](C)CN([C@H](C)CO)C(=O)c2cc(NC(=O)CCC(F)(F)F)ccc2O1,.,-1
COc1cc(C2OC(c3ccc(O)c(OC)c3)C(C)(O)C2C)ccc1O (stereo not drawn),.,-5
CCN(CC)C(=S)SSC(=S)N(CC)CC,.,-4
Cc1noc(C)c1S(=O)(=O)Nc1ccc2c(c1)C(=O)N([C@@H](C)CO)C[C@@H](C)[C@@H](CN(C)C(=O)CCC(F)(F)F)OCCCC[C@H](C)O2,8,.
C[C@H]1CN([C@@H](C)CO)C(=O)CCCn2cc(nn2)CO[C@H]1CN(C)S(=O)(=O)c1ccccc1C#N,.,1

# Quoted from the listing.
# Under p53 PUMA act, Cc1noc(C)c1S(=O)(=O)Nc1ccc2c(c1)C(=O)N([C@@H](C)CO)C[C@@H](C)[C@@H](CN(C)C(=O)CCC(F)(F)F)OCCCC[C@H](C)O2 is entered as 8
# Under STK33 kin inh, CCN(CC)C(=S)SSC(=S)N(CC)CC is entered as -4
# Under STK33 kin inh, C[C@H]1CN([C@@H](C)CO)C(=O)CCCn2cc(nn2)CO[C@H]1CN(C)S(=O)(=O)c1ccccc1C#N is entered as 1
# Under STK33 kin inh, C[C@@H]1CN([C@H](C)CO)C(=O)CCCn2nncc2CO[C@@H]1CN(C)Cc1ccc(Cl)c(Cl)c1 is entered as 3
# Under STK33 kin inh, C[C@@H]1CCCCO[C@@H](CN(C)C(=O)Nc2ccc(C(F)(F)F)cc2)[C@@H](C)CN([C@H](C)CO)C(=O)c2cc(NC(=O)CCC(F)(F)F)ccc2O1 is entered as -1

# Next section
smiles | p53 PUMA act | STK33 kin inh
COc1ccc(S(=O)(=O)Nc2ccc3c(c2)C(=O)N([C@@H](C)CO)C[C@@H](C)[C@@H](CN(C)C(=O)Nc2ccc(F)cc2)O3)cc1 | . | -1
Cc1noc(C)c1NC(=O)N(C)C[C@@H]1Oc2ccc(NC(=O)Nc3ccc4c(c3)OCO4)cc2CC(=O)N([C@H](C)CO)C[C@H]1C | 1 | .
Cc1c(C#N)c(Sc2n[nH]c(=O)n2C2CCCCC2)nc2ccccc12 | . | 0
C[C@H]1CN([C@@H](C)CO)C(=O)c2cccc(NC(=O)NC3CCCCC3)c2O[C@@H]1CN(C)C(=O)Nc1ccc(F)cc1 | 11 | .
c1ccc2[nH]c(CSc3nc4ccccc4[nH]3)nc2c1 | -33 | 1
O=C(CSc1nc2ccccc2s1)Nc1ccc(N2CCOCC2)c(Cl)c1 | 0 | -4
Cn1nnnc1SCCNCc1ccncc1 | 11 | -4
Cc1cc(Cl)c(S(=O)(=O)N2CC(C)OC(C)C2)cc1OCC(N)=O (stereo not drawn) | -11 | -6
COc1ccc(CN(C)C[C@@H]2Oc3c(NC(=O)c4ccncc4)cccc3C(=O)N([C@@H](C)CO)C[C@H]2C)cc1 | -5 | .
C[C@@H]1CN([C@H](C)CO)C(=O)c2cc(NC(=O)CCC(F)(F)F)ccc2O[C@H]1CN(C)Cc1ccccc1 | . | 0
O=C(CSc1nccc(=O)[nH]1)Nc1ccc([N+](=O)[O-])cc1 | -1 | -2
Cc1cc(I)ccc1NC(=O)CN(c1c(C)cccc1C)S(C)(=O)=O | -5 | -2
C[C@@H]1CN([C@@H](C)CO)C(=O)Cc2cc(NC(=O)Nc3ccc(C(F)(F)F)cc3)ccc2O[C@@H]1CN(C)S(=O)(=O)c1ccccc1 | . | 4
Cc1nc2ccccn2c1-c1ccnc(SCC(=O)N(c2ccccc2)C2CCCCC2)n1 | -13 | .
COc1ccc(CN(C)C[C@@H]2Oc3ccc(NC(=O)C4CCCCC4)cc3CC(=O)N([C@H](C)CO)C[C@H]2C)cc1 | . | -4
Cc1cc(C)c(NC(=O)C(C)N(c2ccc(Oc3ccccc3)cc2)S(C)(=O)=O)c(C)c1 (stereo not drawn) | -3 | 1
Cc1ccc(S(=O)(=O)NCC(=O)Nc2ccc(C)c(Cl)c2)cc1 | 16 | 0
Cc1ccc(S(=O)(=O)c2nc(-c3ccccc3Cl)oc2NCC2CCCO2)cc1 (stereo not drawn) | 3 | 2
CC(C)c1cc2c(cc1O)[C@@]1(C(=O)O)CCCC(C)(C)C1CC2 (stereo partly drawn) | 4 | -6
COc1ccc(NC(=O)N(C)C[C@@H]2Oc3ccc(NS(=O)(=O)c4ccc(C)cc4)cc3C(=O)N([C@@H](C)CO)C[C@@H]2C)cc1 | . | 1
C[C@@H]1CN([C@@H](C)CO)C(=O)c2cc(NS(C)(=O)=O)ccc2O[C@@H](C)CCCCO[C@@H]1CN(C)S(=O)(=O)c1cccs1 | 12 | .
CC1(C)CC[C@]2(C(=O)O[C@@H]3O[C@H](CO)[C@@H](O)[C@H](O)[C@H]3O)CC[C@]3(C)C(=CCC4[C@@]5(C)CC[C@H](O[C@@H]6O[C@H](C(=O)O)[C@@H](O[C@@H]7OC[C@H](O)[C@H](O)[C@H]7O)[C@H](O)[C@H]6O)C(C)(C)C5CC[C@]43C)C2C1 (stereo partly drawn) | -2 | -9
CC(=O)Nc1ccc(OCC(O)CNC2CCCC2)cc1 (stereo not drawn) | -4 | -11
NC(=O)OCC(O)COc1ccc(Cl)cc1 (stereo not drawn) | 5 | -1
C[C@@H]1CCCCO[C@@H](CN(C)S(=O)(=O)c2ccccc2)[C@@H](C)CN([C@H](C)CO)C(=O)c2cc(NS(=O)(=O)c3cccs3)ccc2O1 | . | 2

# Record cards, as listed above:
# Cc1cc(C)c(NC(=O)C(C)N(c2ccc(Oc3ccccc3)cc2)S(C)(=O)=O)c(C)c1 (stereo not drawn) is listed with p53 PUMA act = -3; STK33 kin inh = 1
# Cc1cc(Cl)c(S(=O)(=O)N2CC(C)OC(C)C2)cc1OCC(N)=O (stereo not drawn) is listed with p53 PUMA act = -11; STK33 kin inh = -6

# (more compounds)
smiles | p53 PUMA act | STK33 kin inh
C[C@H]1CN([C@@H](C)CO)C(=O)Cc2cc(NC(=O)C3CC3)ccc2O[C@@H]1CN(C)Cc1ccc(Cl)c(Cl)c1 | 5 | .
COC(=O)CSc1ncnc2c1sc1nc3c(cc12)COC(C)(C)C3 | -46 | -1
CNC[C@H]1OCCCC[C@@H](C)Oc2ccc(NC(=O)Nc3cccc4ccccc34)cc2C(=O)N([C@H](C)CO)C[C@@H]1C | 7 | -3
CCOC(NC(=O)Nc1ccc(Br)cc1)(C(F)(F)F)C(F)(F)F | . | -1
CC(C)NC(=O)N(C)C[C@@H]1OCCCC[C@H](C)Oc2ccc(NS(=O)(=O)c3cn(C)cn3)cc2C(=O)N([C@@H](C)CO)C[C@@H]1C | 8 | .
CC(C)=CCc1c(-c2ccc(O)cc2O)oc2c(CC=C(C)C)c(O)cc(O)c2c1=O | -12 | -2
COc1cccc(CN(C)C[C@@H]2OCc3cn(nn3)CCCC(=O)N([C@@H](C)CO)C[C@@H]2C)c1 | . | 1
C[C@@H]1CCCCO[C@H](CN(C)C(=O)Nc2ccc3c(c2)OCO3)[C@@H](C)CN([C@H](C)CO)C(=O)c2cc(NS(=O)(=O)c3cn(C)cn3)ccc2O1 | . | 0
O=C1C(=O)N(Cc2ccco2)C(c2cccnc2)C1C(=O)c1cc2ccccc2o1 (stereo not drawn) | 1 | 2
CC(C)OC(=O)N(C)C[C@@H]1OCc2cnnn2CCCC(=O)N([C@@H](C)CO)C[C@@H]1C | . | 9
C[C@@H]1CN([C@H](C)CO)C(=O)CCCn2cc(nn2)CO[C@@H]1CN(C)C(=O)Nc1cccc(F)c1 | . | 9
C[C@@H]1CN([C@H](C)CO)C(=O)c2cc(NC(=O)Nc3ccc(C(F)(F)F)cc3)ccc2O[C@H]1CN(C)C(=O)Nc1ccc2c(c1)OCO2 | . | -4
COc1ccc(/C=C/C(=O)OC2C(C)OC(OC3C4C=COC(OC5OC(CO)C(O)C(O)C5O)C4C4(CO)OC34)C(O)C2O)cc1 (stereo not drawn) | 11 | 0
C[C@@H]1CN([C@H](C)CO)C(=O)Cc2cc(N(C)C)ccc2O[C@H]1CN(C)Cc1ccc2c(c1)OCO2 | . | 0
NC(=O)CSc1oc(-c2ccc(F)cc2)nc1S(=O)(=O)c1ccc(Br)cc1 | -11 | 7
CC1(C)CC[C@]2(C(=O)O[C@@H]3O[C@H](CO)[C@@H](O)[C@H](O)[C@H]3O)CC[C@]3(C)C(=CCC4[C@@]5(C)CC[C@H](OC6O[C@H](CO)[C@@H](O)[C@H](O[C@@H]7O[C@H](CO)[C@@H](O)[C@H](O)[C@H]7O)[C@H]6O)C(C)(C)C5CC[C@]43C)[C@@H]2C1 (stereo partly drawn) | 4 | -1
CNC(=O)c1cc(Br)cc2c1OCC2 | -1 | .
COc1cc(-c2coc3cc(OCc4ccccc4)c(OC)c(O)c3c2=O)cc(O)c1OC | . | 4
Nc1nc(SCC(=O)c2ccc3c(c2)OCCO3)n[nH]1 | -5 | 3
COC(=O)C(O)(c1ccc(NC(=S)NC(=O)c2ccc(Cl)cc2Cl)c(OC)c1)C(F)(F)F (stereo not drawn) | -5 | 0
